pCIP destab: p/CIP-EGFP fusion destabilizers, primary screen, fluorescence, F442A cells; decrease of EGFP signal, % at 10 µM; 16 h; Q05BA5; 0.01% of 290,000 active;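 active = EGFP signal decrease of at least 30% at 10 µM or well 3 SD below plate mean, unless failing retest; inactive = the rest, including hits failing retest or dose response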; also: some compounds called inactive have numbers as strong as hits; many of its hits are not listed in these tables
Target sequence (Q05BA5 1-1403): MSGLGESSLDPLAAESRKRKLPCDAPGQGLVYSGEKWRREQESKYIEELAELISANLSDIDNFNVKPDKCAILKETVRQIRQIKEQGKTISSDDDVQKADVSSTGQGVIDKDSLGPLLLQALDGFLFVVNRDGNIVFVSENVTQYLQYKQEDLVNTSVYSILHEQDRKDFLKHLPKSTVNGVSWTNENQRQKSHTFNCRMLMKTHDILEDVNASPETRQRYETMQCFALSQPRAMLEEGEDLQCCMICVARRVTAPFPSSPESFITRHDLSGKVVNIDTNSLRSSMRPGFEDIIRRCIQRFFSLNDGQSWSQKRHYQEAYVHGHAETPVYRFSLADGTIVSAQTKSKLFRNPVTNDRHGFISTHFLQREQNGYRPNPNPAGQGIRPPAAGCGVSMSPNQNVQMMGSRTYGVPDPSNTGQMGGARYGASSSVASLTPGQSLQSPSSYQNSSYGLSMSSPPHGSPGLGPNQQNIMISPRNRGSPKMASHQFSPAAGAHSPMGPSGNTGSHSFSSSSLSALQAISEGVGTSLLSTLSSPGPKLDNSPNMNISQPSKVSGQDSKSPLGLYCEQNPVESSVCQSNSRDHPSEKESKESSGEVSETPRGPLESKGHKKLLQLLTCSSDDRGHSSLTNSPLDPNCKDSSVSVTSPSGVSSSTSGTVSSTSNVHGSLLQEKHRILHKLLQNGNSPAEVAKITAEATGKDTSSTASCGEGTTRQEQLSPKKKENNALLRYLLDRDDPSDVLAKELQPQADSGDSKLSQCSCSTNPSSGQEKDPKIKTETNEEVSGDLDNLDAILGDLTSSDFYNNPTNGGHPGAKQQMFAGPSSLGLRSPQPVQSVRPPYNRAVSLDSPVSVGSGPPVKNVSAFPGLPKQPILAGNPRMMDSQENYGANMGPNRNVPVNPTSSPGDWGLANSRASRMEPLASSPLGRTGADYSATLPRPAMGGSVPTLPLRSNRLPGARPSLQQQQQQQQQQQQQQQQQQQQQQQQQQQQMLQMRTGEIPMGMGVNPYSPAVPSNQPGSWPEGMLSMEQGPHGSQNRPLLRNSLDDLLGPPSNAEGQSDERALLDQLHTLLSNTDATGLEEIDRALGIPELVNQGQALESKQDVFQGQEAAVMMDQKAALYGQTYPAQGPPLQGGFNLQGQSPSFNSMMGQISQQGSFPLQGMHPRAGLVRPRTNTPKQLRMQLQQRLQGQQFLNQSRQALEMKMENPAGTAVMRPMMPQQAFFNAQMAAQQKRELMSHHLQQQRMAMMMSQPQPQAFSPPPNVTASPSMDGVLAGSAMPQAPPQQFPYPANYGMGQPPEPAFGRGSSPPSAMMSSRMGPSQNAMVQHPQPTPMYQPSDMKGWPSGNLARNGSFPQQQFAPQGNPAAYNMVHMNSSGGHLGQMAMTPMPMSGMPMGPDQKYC
FID counter: compounds displacing fluorescent DNA intercalator, primary screen, artefact control for HCV NS3 helicase inhibitor project, biochemical, FID fluorescence; DNA fluorescent intercalator displacement; inhibition, % at 7.9 µM; 0.17% of 290,000 active; AID 1845, 2009; in the data active = inhibition above about 37%;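 also: 0% = vehicle and 100% = reference compound; higher means more ethidium bromide displaced from hairpin DNA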
IMP-1 inh: IMP-1 metallo-beta-lactamase inhibitors, primary screen, biochemical, epi-absorbance readout, Pseudomonas aeruginosa enzyme; metallo-beta-lactamase IMP-1 (Pseudomonas aeruginosa); purified IMP-1, nitrocefin hydrolysis, epi-absorbance fluorescence; inhibition, % at 5.6 µM; 0.45% of 290,000 active; AID 1556, 2009;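 active = inhibition above the mean plus 3 SD of all compounds in the same screening run, cut at about 4.5% in these data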;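 also: 0% = IMP-1 with DMSO and 100% = DMSO wells lacking enzyme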
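System: Purified IMP-1 | Read-out basis: Percent enzyme inhibition | Controls: IMP-1 with DMSO as 0%, enzyme-free DMSO as 100% | Replicates: One well per compound | Doses: 5.6 µM nominal single concentration | Detection: Epi-absorbance fluorescence, 480 nm excitation, 530 nm emission | Incubation: 25 °C, 15 min preincubation, 25 min reaction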
HCV NS3 hel inh: inhibitors of HCV NS3 helicase, primary screen, biochemical, Cy5 molecular beacon fluorescence. NS3 helicase DNA unwinding. inhibition, % at 10.9 µM. 0.56% of 290,000 active;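 active = inhibition above the mean of all tested compounds plus 3 SD, set per campaign, cut at about 35% in these data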;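 also: 0% = DMSO wells and 100% = thioflavine S control wells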
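Assay system – hepatitis C virus NS3 helicase domain fragment enzyme · Buffer or medium – MOPS pH 6.5, MgCl2, DTT, Tween20, BSA · Reagent – Cy5/quencher beacon DNA duplex and ATP to start · Compound – single 10.9 µM dose · Timing – 1 h at 25 °C · Technique – Cy5 beacon fluorescence read at start and 1 h · Measure – % inhibition of unwinding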
IDE act: human IDE activators in live cells, primary screen, fluorescence polarization, HEK cells, FAbeta-B substrate | FAbeta-B cleavage; 0% vehicle, 100% cell-free pure enzyme wells | activation, % at 5.96 µM | 0.073% of 340,000 active | AID 493087, 2011;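 active = activation above the mean of all tested compounds plus 3 SD, set per screening campaign, cut at about 17% in these data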
SUMO HTRF inh: inhibitors of in vitro SUMOylation cascade, primary screen, biochemical, HTRF, uHTS | AID 2006, 2009 | 0.36% of 290,000 active | HTRF SUMOylation assay, SAE1/SAE2 + UBC9 | inhibition, % at 35 µM; in the data active = inhibition above about 50%, passing the limit was not always enough; also: strong numbers were not always called active
VIM-2 inh: VIM-2 metallo-beta-lactamase inhibitors, primary screen, biochemical, epi-absorbance readout, Pseudomonas aeruginosa enzyme; purified VIM-2, nitrocefin hydrolysis, epi-absorbance fluorescence; inhibition, % at 5.6 µM; 0.89% of 290,000 active; AID 1527, 2009;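 active = inhibition above the mean of all tested compounds plus 3 SD, cutoff set per screening run, cut at about 7.5% in these data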;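 also: red hydrolysis product quenches plate fluorescence so inhibitors raise well fluorescence; 0% = enzyme with DMSO and 100% = DMSO without enzyme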
MEKK3 PB1 HTS: modulators of MEKK3-MEK5 PB1 binding, primary screen, biochemical, wildtype MEKK3, multiplex bead flow cytometry, Alexa488-MEK5. Mitogen-activated protein kinase kinase kinase 3 (Homo sapiens), Q99759. 1.4% of 290,000 active. bead-based flow cytometry, Alexa488-MEK5 binding to MEKK3; actives lie on both sides; 0 = blocked by unlabeled MEK5, 100 = vehicle. AID 1529, 2009. binding response (% of control), % at 10 µM;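 active = binding response more than 3 SD above or below the average of its plate-row segment, actives on both sides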;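 also: Alexa488 bead fluorescence after subtracting the streptavidin-only scavenger bead signal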
PHOSPHO1 inh: PubChem AID 1565. 1.1% of 290,000 active. inhibition, % at 13.3 µM. recombinant PHOSPHO1, absorbance phosphatase assay; in the data active = inhibition above about 60%
Starred values were filed as active, the others as inactive; x = not tested or not shown; [ ] = another dose, or the depositor's remark. An excerpt. The share of hits here may be higher or lower than overall.

SMILES	pCIP destab	FID counter	IMP-1 inh	HCV NS3 hel inh	IDE act	SUMO HTRF inh	VIM-2 inh	MEKK3 PB1 HTS	PHOSPHO1 inh
COc1ccc(/C=N/NC(=O)c2ccc(=O)[nH]n2)cc1OC	1	8	-1.4	-4	2	14	1.1	96	-18
C/C(=C\C(=O)c1ccc(Cl)cc1)NCc1ccc2c(c1)OCO2	2	-1	-1.9	7	5	11	1.2	103	85*
COC(=O)c1ccccc1NC(=O)CSc1ncn[nH]1	2	1	0.8	-3	9	8	-2.8	93	22
COc1cc(/C=N/NC(=O)c2ccc3c(c2)OCCO3)cc(Cl)c1O	-1	-6	0.5	8	7	-11	1.5	100	44
Cc1cc(C(=O)Nc2ccc(S(=O)(=O)N3CCOCC3)cc2)ccc1[N+](=O)[O-]	-4	3	-3.2	2	1	-21	-0.6	101	44
c1ccc(-c2nnc(SCC3CCCO3)nc2-c2ccccc2)cc1 (stereo unspecified)	4	-28	-2.4	23	1	1	-1.0	101	30
N/C(Cc1ccc([N+](=O)[O-])cc1)=N\OC(=O)c1ccccc1F	12	4	-3.2	-4	3	-7	-3.9	99	-12
COc1cc(NC(=O)CN2CCN(Cc3ccc4c(c3)OCO4)CC2)cc(OC)c1	-6	7	-0.4	-5	-2	-1	-0.7	x	2
COc1ccc(CCNC(=O)c2ccc(Cl)cc2)cc1OC	-22	-9	-2.8	-3	5	-12	-5.6	88	13
CCOc1ccccc1NC(=O)c1ccc(S(=O)(=O)N(C)C)cc1	-14	-9	-0.6	0	5	7	-2.3	98	14
CCCCc1ccc(NC(=O)CSC2=C(C#N)C(c3ccco3)C3=C(CCCC3=O)N2)cc1 (stereo unspecified)	-9	-7	-3.0	5	2	-5	-2.8	x	-29
Cc1cc(C)cc(-n2c(C)cc(/C=N\NC(=O)COc3cccc4cccnc34)c2C)c1	-2	-16	-1.9	-4	2	19	0.7	92	3
O=C1Nc2ccc(Br)cc2C1=C1CCCCC1	-1	-10	-1.4	-2	-2	-20	0.0	101	50
COc1nc(N/N=C/c2ccc(-c3ccccc3[N+](=O)[O-])o2)nc(N2CCOCC2)n1	2	-11	-3.2	3	-1	8	-1.6	98	12
CCc1nnc(NS(=O)(=O)c2ccc(NCc3cc(Cl)ccc3O)cc2)s1	2	-30	-2.3	-12	1	5	-3.2	104	19
OCC1(Cc2cccc(Cl)c2)CCCN(Cc2cnn(-c3ccccc3)c2)C1 (stereo unspecified)	0	15	-1.1	-31	3	1	0.3	94	23
O=C(OCc1ccc([N+](=O)[O-])cc1)c1cc(=O)c2ccccc2o1	-9	5	-1.4	21	1	5	0.2	97	28
O=C(O)CC(NC(=O)C12CC3CC(CC(C3)C1)C2)c1ccc2c(c1)OCO2 (stereo unspecified)	0	-11	-3.3	4	0	10	0.4	104	-28
CCCCCCCn1c(C)nnc1-c1cnn(C)c1N	6	-11	-2.8	0	2	1	-4.4	116	-16
Cc1ccc(/C=C2\SC(=S)N(C3CCS(=O)(=O)C3)C2=O)o1 (stereo unspecified)	-11	-19	3.0	14	3	21	-1.9	89	-30
CC(=O)Nc1ccc(NS(=O)(=O)c2ccc(C)cc2)cc1[N+](=O)[O-]	-10	3	-1.8	17	x	18	-2.0	103	16
Cc1csc(NC(=O)C2CCN(C(=O)c3ccccc3C)CC2)n1	-4	-31	-2.1	-12	-1	2	-3.4	109	-5
CC1CC(NC(=O)C2(C)CC2(Cl)Cl)CC(C)(C)C1 (stereo unspecified)	-5	-6	-3.5	1	-3	-2	-1.2	100	14
COCCn1c(=NC(=O)c2ccco2)sc2cc(C(=O)OC)ccc21	-4	-5	-4.0	-1	0	5	-2.1	99	8
Cc1cccc2c(=O)cc(C(F)(F)F)[nH]c12	5	-1	-2.4	1	6	16	-1.8	91	-6
Cc1cc(C)c(NC(=O)CSc2nnnn2-c2cccnc2)c(C)c1	9	-7	-1.8	3	3	-2	-1.7	106	6
O=C(CCN1C(=O)C2C3C=CC(C3)C2C1=O)Oc1ccc2ccccc2c1 (stereo unspecified)	-12	-13	-2.1	6	-4	12	-1.0	98	-1
Cc1ccc(C(=O)N2CCN(C34CC5CC(CC(C5)C3)C4)CC2)o1	4	-1	-3.1	-2	4	5	-0.9	99	x
CC(=O)c1ccc(N2CCN(c3ccc4cc(S(=O)(=O)N5CCC(C)CC5)ccc4n3)CC2)cc1	5	-2	12*	-5	-1	-3	-2.0	97	-4
O=[N+]([O-])c1ccc2oc(C3CCCCC3)nc2c1	-18	5	-1.4	-1	-5	-3	-3.5	105	36
Cc1cccn2c(=O)c3cc(C(=O)NCC(C)C)sc3nc12	-6	-9	-2.9	6	-2	23	14*	100	37
COC(=O)c1ccc(Oc2nc3c(c(=O)n(C)c(=O)n3C)n2CCC(C)C)cc1	6	-6	-2.1	0	-1	19	-1.6	108	4
CN(Cc1ccc(Cl)s1)C(=O)CCl	7	2	-0.8	-2	4	1	0.9	102	12
COc1cccc(NC(=O)[C@H](NC(=O)[C@@H]2Cc3ccccc3CN2)c2ccccc2)c1	0	9	-2.6	-20	4	-4	-2.2	103	17
COc1ccc(/C=N/n2c(C)nc3sc(C)c(C)c3c2=O)cc1OC	-18	-5	-2.9	1	1	19	-2.0	110	3
CC(C)CNC(=O)C(=O)NN=C1CCCCCC1	0	-1	-3.2	1	2	2	-3.3	100	5
CN=C1SC(CC(=O)Nc2ccc(F)cc2F)C(=O)N1/N=C/c1ccc(OC(F)F)c(OC)c1 (stereo unspecified)	4	-7	-1.1	0	1	-2	-1.9	111	-5
COc1ccc(C2c3ccc(O)cc3Oc3ncn4nc(-c5cccnc5)nc4c32)cc1OC (stereo unspecified)	-1	-30	-3.0	-26	-3	4	-1.6	99	34
CCO[C@H]1OC(C(=O)N2CCOCC2)=C[C@@H](c2ccc3c(c2)OCO3)[C@@H]1CCCO	-7	-16	-2.0	5	-1	-1	-2.4	81*[inhibitor]	26
CC1=CCC2C(=O)N(c3ccc(C)cc3)C(=O)C2C1 (stereo unspecified)	-18	-7	2.2	0	1	12	0.1	97	-7
CCOC(=O)C(=O)Nc1nnc(COc2ccccc2)s1	-5	14	-4.5	0	9	4	-5.0	88	32
N/C(=N\OC(=O)COc1ccc(Br)cc1)c1cccnc1	-11	-2	-3.4	1	-3	-2	-2.2	96	-7
Cc1ccc(N2C(=O)CC(n3ccnc3)C2=O)cc1C (stereo unspecified)	-4	-1	-1.9	5	4	-7	0.3	100	8
CC(C)c1nn2c(=O)cc(COc3cccc(NC(=O)c4ccco4)c3)nc2s1	-14	-38	-4.7	22	2	13	-2.7	99	48
COc1ccc(CNC(=O)C(c2ccncc2)N(C(=O)Cc2cccs2)c2cccnc2)cc1 (stereo unspecified)	5	-22	0.7	-3	-7	-12	-2.6	91	25

Five neighbouring entries out of the list so far, quoted:
SMILES	pCIP destab	FID counter	IMP-1 inh	HCV NS3 hel inh	IDE act	SUMO HTRF inh	VIM-2 inh	MEKK3 PB1 HTS	PHOSPHO1 inh
CCOC(=O)C(=O)Nc1nnc(COc2ccccc2)s1	-5	14	-4.5	0	9	4	-5.0	88	32
N/C(=N\OC(=O)COc1ccc(Br)cc1)c1cccnc1	-11	-2	-3.4	1	-3	-2	-2.2	96	-7
Cc1ccc(N2C(=O)CC(n3ccnc3)C2=O)cc1C (stereo unspecified)	-4	-1	-1.9	5	4	-7	0.3	100	8
CC(C)c1nn2c(=O)cc(COc3cccc(NC(=O)c4ccco4)c3)nc2s1	-14	-38	-4.7	22	2	13	-2.7	99	48
COc1ccc(CNC(=O)C(c2ccncc2)N(C(=O)Cc2cccs2)c2cccnc2)cc1 (stereo unspecified)	5	-22	0.7	-3	-7	-12	-2.6	91	25

Later entries.
SMILES	pCIP destab	FID counter	IMP-1 inh	HCV NS3 hel inh	IDE act	SUMO HTRF inh	VIM-2 inh	MEKK3 PB1 HTS	PHOSPHO1 inh
O=C(CCC(=O)N1CCSc2ccccc21)NCc1ccccc1	-6	-26	-4.0	16	3	-7	-3.2	104	7
CCOC(=O)c1ccc(NS(=O)(=O)c2ccc(Cl)nc2)cc1	-10	-16	-3.2	-10	x	22	-4.9	106	24
CCCCn1nc2cc(C(=O)NCc3ccccc3OC)ccc2c1OCC	-8	-21	-1.3	-11	3	24	0.3	99	-26
CCn1c(=NC(=O)c2cccc(N3C(=O)CCC3=O)c2)sc2c(OC)ccc(OC)c21	-3	-3	-2.9	-3	-3	7	-3.7	110	32
CCOc1ccccc1N(CC(=O)Nc1cccc2ccccc12)S(C)(=O)=O	-4	-28	-3.6	-3	6	13	-0.4	109	14
Cc1c(C(=O)Nc2nnc(C(F)(F)F)s2)oc2ccccc12	-12	x	x	x	-2	-3	x	96	-20
CCOC(=O)C1=C(C)N(CCCCCC(=O)O)C(=O)NC1c1ccc(Br)cc1 (stereo unspecified)	-17	-36	-3.6	14	-4	10	-1.9	99	-19
CCn1c(C(=O)O)c(CC(=O)N(C)c2ccc(OC)cc2OC)c2ccccc21	-9	-34	-1.9	6	-1	-5	-2.2	102	x
COc1ccc(OC)c(C2C(C(=O)c3cccs3)=C(O)C(=O)N2CCN(C)C)c1 (stereo unspecified)	11	5	-4.1	-2	7	10	-3.5	94	-8
Cc1ccc(CNC(=O)C2c3ccccc3C(=O)N(C)C2c2c[nH]c3ccccc23)o1 (stereo unspecified)	-5	-15	-1.6	4	x	-3	-1.5	107	-12
CC(C)COc1cccc(C(=O)Nc2ccc(S(=O)(=O)N3CCOCC3)cc2)c1	2	-20	-3.2	-15	4	-20	-3.0	92	-10
CCCS(=O)(=O)c1c(S(=O)(=O)CCC)c2cc(CC)ccn2c1C(=O)OC	-15	-28	-2.2	-6	2	8	-1.2	104	16
CC(=O)c1cccc(OCc2cc(C(=O)NC3CCN(Cc4ccccc4)CC3)no2)c1	1	14	-0.6	-2	-2	0	0.5	103	28
CCSc1nnc(NC(=O)CSc2nc3c(c(=O)n2C)SC(C)C3)s1 (stereo unspecified)	-9	-1	-0.7	-4	-15	-3	0.5	102	6
Cc1nn(-c2ccccc2)c2c1C1(C(=O)N3c4c(cccc41)C(C)CC3(C)C)C(C#N)=C(N)O2 (stereo unspecified)	-11	-12	-2.9	3	5	-26	-1.9	80	5
Cc1ccccc1Nc1nc(-c2cccnc2)nc2ccccc12	-14	-18	-1.2	-14	-11	17	0.0	83	40
COc1ccc2nc(/N=C(\N)NC(=O)N3c4ccccc4Sc4ccccc43)nc(C)c2c1	-10	6	-1.1	5	-6	17	-2.5	103	-52
COc1ccc(-c2nnn(CC(=O)NCc3cccs3)n2)cc1OC	-19	-2	-0.1	-2	3	-10	-2.0	102	7

Compound activity deposited in PubChem BioAssay by several laboratories.
